# Assay outcomes (PubChem)
# BAZ2B inh – inhibitors of human BAZ2B bromodomain; Q9UIF8; AlphaScreen BAZ2B-H3K14Ac peptide displacement; Potency, µM (top dose mostly 114 µM), for inactives: at the highest dose activity change, negative = inhibition, actives largely listed as inhibitors; actives 4.4% (n = 360,000); further: potency means the concentration at half of the fitted maximal effect; on the % scale 0 is the no-effect control and ±100 the full control effect; nearly all actives have a fitted effect of over 60% in size
#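 AlphaScreen displacement: compounds (up to 110uM) incubated 30 min at room temperature with a preformed 50 nM BAZ2B/50 nM biotinylated H3K14Ac peptide complex in PBS pH 7.4 with Tween-20. Donor and acceptor beads at 10 ug/mL final added, 20 min light-protected before reading.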
# ERG-DNA inh – ERG Ets/DNA interaction inhibition. P11308. fluorescence polarization, His-ERG Ets domain / labelled DNA. Potency, µM (titrated, usually from 76.9 µM), for inactives: at the highest dose FP activity, negative = inhibition, usual class: inhibitors. actives 0.028% (n = 370,000); active means well fitted inhibition curve with a large enough effect in the polarisation, with a control signal flat; inconclusive means small, poorly fitted or top-dose-only effect, or effect the other way, or a change in a side signal; inactive means no such curve, though single readings can be large or run the other way; the % refers to the polarisation;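 further: polarization taken with two DNA probes labelled with fluorescein and Texas red; potency means the concentration at half of the fitted maximal effect; % of control where 0% means no effect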
#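 His-tagged ERG Ets domain (1 uM in the protein solution; 300mM KCl, 50mM Tris-HCl, 1mM EDTA, 1mM DTT, pH 7.5) received compound, then a probe mix of 5 nM fluorescein-DNA and 100nM Texas-615-DNA. Fluorescence polarization was read for both dyes.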
# HP1b binding inh – blocks HP1-beta chromodomain binding to methylated histone tails; Potency, µM (top dose mostly 114 µM), for the others: at the top dose activity change, negative = inhibition, hits mostly inhibitors; AID 540317; actives 0.56% (n = 390,000); P83916; AlphaScreen HP1-beta / biotin-H3K9me3 peptide binding; further: potency means the concentration at half of the fitted maximal effect; nearly all actives have a fitted effect of over 70% in size; inactives centre near 23
#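 HP1-beta protein (50 nM final) preincubated 30 min at room temperature with biotinylated H3(1-18)K9me3 peptide (50 nM) in PBS pH 7.4, 0.01% Tween-20, then compound added for 30 min. AlphaScreen streptavidin donor/nickel chelate acceptor beads (10 ug/mL final), 30 min dark, luminescence read.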
# RGS4 inhibitor – blocks human RGS4-accelerated GTP hydrolysis. Potency, µM (highest dose often 114 µM), for the others: top-dose activity change, negative = inhibition, hits mostly inhibitors. Transcreener GDP fluorescence polarization, RGS4-accelerated GTP hydrolysis. actives 0.039% (n = 390,000). P49798; further: potency means the concentration at half of the fitted maximal effect; on the % scale 0 is the no-effect control and ±100 the full control effect; nearly all actives have a fitted effect of over 75% in size; some results filed as inactive show a strong effect at the top dose
#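 MLSMR compounds (23 nl, pin-transferred) preincubated 10 min at room temperature with a 500nM (2x) first reagent, then RGS4 at 900nM (2x) plus Transcreener GDP mix added; fluorescence polarization (620/688 nm) read before and after 90 min at 30 °C.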
# PI4K2A inh – inhibitors of human PI4K2A | Q9BTU6 | purified PI4K2A, ADP-Glo luminescence, 1 h; stronger effect = lower value | activity change, negative = inhibition, % at 76.9 µM | actives 0.13% (n = 420,000) | AID 1346378; in the data active means activity change below about -50%; inconclusive means mostly about -30% to -49%;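 further: -100% = wells without enzyme as full effect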
# Target sequence (Q9BTU6 whole entry, looked up): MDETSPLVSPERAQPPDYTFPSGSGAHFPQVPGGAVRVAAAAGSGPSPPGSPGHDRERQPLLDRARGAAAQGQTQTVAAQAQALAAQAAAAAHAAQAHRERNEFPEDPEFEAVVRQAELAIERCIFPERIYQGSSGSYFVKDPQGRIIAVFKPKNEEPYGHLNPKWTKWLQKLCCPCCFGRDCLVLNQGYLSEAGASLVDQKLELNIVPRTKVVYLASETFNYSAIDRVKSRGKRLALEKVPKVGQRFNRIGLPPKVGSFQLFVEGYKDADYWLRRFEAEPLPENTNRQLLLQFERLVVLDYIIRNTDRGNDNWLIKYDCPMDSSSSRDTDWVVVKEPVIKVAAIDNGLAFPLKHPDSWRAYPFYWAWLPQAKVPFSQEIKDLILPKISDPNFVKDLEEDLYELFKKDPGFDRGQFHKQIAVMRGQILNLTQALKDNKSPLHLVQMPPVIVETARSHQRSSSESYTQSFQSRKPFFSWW
#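 PI4K2A activity was measured by ADP-Glo luminescence: enzyme (4 ug/mL stock) and phosphatidylinositol (1.2 mM stock) in Tris pH 7.5/MgCl2/EGTA/Triton X-100 buffer were reacted with ATP (300 microM stock) for one hour at ambient temperature.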
# GLS inh – inhibitors of human glutaminase (GLS) | GLS enzymatic activity, qHTS titration | AID 624170 | O94925 | Potency, µM (doses to about 45.5 µM), without a hit: at the highest dose activity change, negative = inhibition, most hits filed as inhibitors | actives 0.21% (n = 410,000); further: potency means the concentration at half of the fitted maximal effect; on the % scale 0 is the no-effect control and ±100 the full control effect
#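 Human kidney-isoform GLS in 45 mM KH2PO4 pH 8.2, 0.02% Tween-20, with compound, started with 1mM L-Glutamine (added stock). Glutamate oxidase/HRP/Amplex red coupled fluorescence read at start and after 30 min at RT.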
# JMJD2A Tudor inh – inhibitors of human JMJD2A Tudor domain; O75164; AlphaScreen JMJD2A-Tudor / H3K4me3 peptide binding; Potency, µM (top dose mostly 114 µM), for the others: top-dose activity change, negative = inhibition, hits mostly inhibitors; actives 4.4% (n = 390,000); further: potency means the concentration at half of the fitted maximal effect; on the % scale 0 is the no-effect control and ±100 the full control effect; nearly all actives have a fitted effect of over 50% in size
# G9a inh – G9a (human) methyltransferase inhibition | G9a H3K9 monomethylation, AlphaScreen, 2 h | Potency, µM (titrated, usually from 102 µM), for inactives: at the top dose activity, negative = inhibition, actives largely listed as inhibitors | actives 8.8% (n = 350,000) | AID 504332; further: potency means the concentration at half of the fitted maximal effect; on the % scale 0 is the no-effect control and ±100 the full control effect; nearly all actives have a fitted effect of over 75% in size
#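 Quantitative HTS format: methyltransferase activity on a biotin-tagged H3K9 peptide is measured by AlphaScreen, using a rabbit anti-monomethyl-H3K9 antibody with streptavidin donor and anti-IgG acceptor beads. Final levels are 20 nM enzyme, 500 nM peptide, 20 uM SAM; 2 h RT.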
# ALOX12 inh – blocks human arachidonate 12S-lipoxygenase. P18054. purified 12hLO, xylenol orange hydroperoxide absorbance. Potency, µM (titrated, usually from 108 µM), for the others: at the top dose activity change, negative = inhibition, actives largely listed as inhibitors. actives 1.1% (n = 580,000). AID 1671190; further: potency means the concentration at half of the fitted maximal effect; on the % scale 0 is the no-effect control and ±100 the full control effect
# Target sequence (P18054 whole entry, looked up): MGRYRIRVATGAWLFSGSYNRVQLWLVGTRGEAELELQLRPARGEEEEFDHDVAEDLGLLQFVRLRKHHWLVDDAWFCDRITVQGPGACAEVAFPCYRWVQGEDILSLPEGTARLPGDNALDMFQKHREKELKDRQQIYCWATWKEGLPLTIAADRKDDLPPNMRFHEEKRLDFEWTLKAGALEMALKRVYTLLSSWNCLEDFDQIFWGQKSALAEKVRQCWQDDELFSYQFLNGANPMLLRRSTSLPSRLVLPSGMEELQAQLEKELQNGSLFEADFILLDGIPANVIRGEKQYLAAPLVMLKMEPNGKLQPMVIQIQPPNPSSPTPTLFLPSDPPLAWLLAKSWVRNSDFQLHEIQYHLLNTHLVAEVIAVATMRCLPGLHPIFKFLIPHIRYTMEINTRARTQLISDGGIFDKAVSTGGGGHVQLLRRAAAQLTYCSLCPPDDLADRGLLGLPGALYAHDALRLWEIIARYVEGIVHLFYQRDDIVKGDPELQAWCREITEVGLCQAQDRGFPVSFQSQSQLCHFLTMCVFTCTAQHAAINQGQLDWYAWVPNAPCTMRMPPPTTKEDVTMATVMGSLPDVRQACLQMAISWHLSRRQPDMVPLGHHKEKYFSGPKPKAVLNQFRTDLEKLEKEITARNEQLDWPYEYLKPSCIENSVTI
#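 Purified human 12hLO (150 nM final) in 25 mM Hepes, 0.01% Triton X-100, pH 7.0 was preincubated 15 min at room temperature with compound. Then 40 uM arachidonic acid was added, 30 min. Hydroperoxide was read by Fe-XO absorbance ratio 573/405 nm.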
# * hit, by the source's call; ? = inconclusive; . = no result given; & = joins results of further samples; [ ] = another dose, or the depositor's remark. Unless noted, the call rests on the fitted dose curve; in most records, active means well fitted curve in the direction sought with a large enough effect; inconclusive means small, poorly fitted or top-dose-only effect, or another doubt; inactive means no such curve, though single readings can be large; an effect the other way counts as inactive or inconclusive.
SMILES,BAZ2B inh,ERG-DNA inh,HP1b binding inh,RGS4 inhibitor,PI4K2A inh,GLS inh,JMJD2A Tudor inh,G9a inh,ALOX12 inh
Cc1ccc(NC(=O)c2ccco2)cc1NC(=O)CSc1nnc(-c2cccs2)n1C,11%,-6%,6%,10%,0,-3%,-12%,18%[59 µM],0%
CCCCn1c(=O)[nH]c(=O)c2c1ncn2Cc1ccco1,0%,-5%,32%,-21%,2,1%,-13%,-3%[59 µM],-8%
CCCC(=O)Nc1nc2c(c(=O)[nH]1)CCCC2,-2%,-4%,27%,-4%,-3,4%,10%,3%[59 µM],31%[activator]
O=c1c2ccccc2n(CC(O)CN2CCCCC2)c2ccccc12 (stereo unspecified),11%,3%,34%,2%,3,1%,12%,2%,-1%
CC1=C(C(=O)Nc2cccnc2)C(c2cccc(Br)c2)n2nc(SCc3ccccc3)nc2N1 (stereo unspecified),1%,3%,6%,23%,-3,7%,-15%,8%[59 µM],-21%
Cc1ccnc(NC(=O)CCC(=O)N(CC(=O)NCc2ccc(F)cc2)c2cccc(F)c2)c1,5%,-1%,18%,0%,-4,2%,-6%,-9%[59 µM],0%
Cc1ccc(C)c(Cn2c(-c3cccs3)nc3ccccc32)c1,7%,2%,29%,3%,1,2%,-5%,-10%[59 µM],-23%
CC1CCN(c2nc3c(S(=O)(=O)c4cccc(Cl)c4)nnn3c3ccsc23)CC1,?,-1%,29%,8%,2,-7%,-18%,-12%[59 µM],-25%
O=C(CN1CCOCC1)Nc1ccccc1NC(=O)C1CCN(c2ncccn2)CC1,6%,-1%,27%,3%,4,-1%,-1%,1%,6%
COC(=O)c1sc(-c2cccs2)cc1NC(=O)/C=C/C(=O)O,-11%,2%,25%,-16%,-11,-3%,-17%,-31%,-18%
CCC(C)NC(=O)C1CCN(S(=O)(=O)c2ccc3[nH]c(=O)ccc3c2)CC1 (stereo unspecified),-7%,24%,54%[activator],7%,-6,2%,-11%,3%,409%[activator]
Cc1ccc(-n2c(O)c(C=Nc3ccccc3-c3n[nH]c(=S)[nH]c3=O)c3ccccc3c2=O)c(C)c1,40µM*,-17%,?,?,0,11%,45µM*,?,16µM*
C=CCOc1ccccc1CN1CCC(CO)(CCOc2ccccc2)CC1,-1%,-8%,42%[activator],-11%,-1,-11%,-14%,7%,5%
Cc1ccc2oc(-c3ccc(Cl)c(NC(=O)c4ccc(-c5ccccc5[N+](=O)[O-])o4)c3)nc2c1,-19%,-1%,24%,1%,2,4%,-5%,-4%[59 µM],-14%
CCOC(=O)c1oc2c(C)c(O)ccc2c(=O)c1-c1nncn1-c1ccccc1,-6%,-3%,17%,30%,2,15%,-9%,24%[59 µM],-12%
Cc1nn(-c2ccccc2)c2c1C1(C(=O)N(C)c3ccccc31)N(c1ccccc1)C(=O)N2 (stereo unspecified),-18%,-3%,-13%,-27%[11.4 µM],2,-5%,0%[11.4 µM],-28%,0%
Cc1cc(C(=O)Nc2c(C)nn(Cc3ccccc3Cl)c2C)no1,3%,-6%,10%,19%,6,0%,-3%,11%[59 µM],14%
Cc1ccccc1CNC(=O)C(=O)NCC(c1ccc2c(c1)OCO2)N1CCOCC1 (stereo unspecified),-1%,1%,15%[57 µM],18%,-2,2%,-15%,-2%[59 µM],4%
O=C(NC(=S)Nc1cccnc1Cl)c1ccco1,-22%,2%,?,-5%,-6,9%,-21%,56µM*,?
O=C(OCC1COc2ccccc2O1)c1ccccc1F (stereo unspecified),122%[activator],-5%,173%[activator],19%,1,-9%,117%[activator],27%[59 µM],-1%
O=C(Cn1c(CO)nc2ccccc21)NCCc1ccc(F)cc1,-17%,6%,28%,33%,3,10%,-4%,9%,1%
Cc1nc(NC(=O)c2oc3ccccc3c2C)sc1C(=O)N(C)C,3%,-9%,26%,-4%,0,-3%,-15%,?,11%
CCc1ccc(CN2CCC(Oc3ccc(C(=O)N4CCCCC4)cc3)CC2)cc1,-22%,5%,3%,15%,1,0%,-19%,.,-11%
COc1ccc(CCCc2nnc(SCC(=O)Nc3nc(C)cs3)n2C)cc1,2%,3%,20%,-3%,-1,1%,-8%,8%[12.7 µM],-22%
COc1cccc(NS(=O)(=O)c2ccc3c(c2)N(C(C)=O)CCO3)c1,-24%,12%,65%[activator],-11%[56.9 µM],2,-16%,-14%,9%,6%
COc1ccc(C(=O)C2CCCN(C3Cc4ccccc4C3)C2)cc1OC (stereo unspecified),9%,2%,-7%,26%,0,-4%,-28%,.,-3%
COc1ccc(C2=NN(C(=O)c3ccccc3)C(c3ccc(OC)c(OC)c3)C2)cc1OC (stereo unspecified),-22%,-3%,5%,33%,1,?,-28%,?,0%&-4%
O=C(Cc1ccccc1)Nc1ccnn1C1CCN(Cc2nccs2)CC1,-1%,-3%,31%,-7%,-4,-3%,-6%,-3%,-4%
Cc1ccc2nc(SCC(=O)NCc3ccc(F)cc3)[nH]c2c1,-3%,5%,70%[activator],-8%,-6,-3%,4%,-41%,11%
O=C(Nc1cc(S(=O)(=O)N2CCCCC2)ccc1N1CCOCC1)c1ccc(F)cc1,11%,-1%,46%[activator],-7%,1,0%,-8%,-33%,-10%

# Some entries already given, reduced to HP1b binding inh, JMJD2A Tudor inh and PI4K2A inh:
SMILES	HP1b binding inh	JMJD2A Tudor inh	PI4K2A inh
CCc1ccc(CN2CCC(Oc3ccc(C(=O)N4CCCCC4)cc3)CC2)cc1	3%	-19%	1
COc1ccc(CCCc2nnc(SCC(=O)Nc3nc(C)cs3)n2C)cc1	20%	-8%	-1

# (continued)
SMILES,BAZ2B inh,ERG-DNA inh,HP1b binding inh,RGS4 inhibitor,PI4K2A inh,GLS inh,JMJD2A Tudor inh,G9a inh,ALOX12 inh
O=C(CCCOc1ccccc1)Nc1ccc2c(c1)OCCO2,-4%,-5%,6%,2%,1,-5%,-18%,4%[2.33 µM],-9%
OCCN1CCN(Cc2nc(-c3cccc(Cl)c3)no2)CC1,-9%,2%,22%,14%,-3,7%,-12%,0%,8%
CCCCn1c(SCC(=O)c2ccccc2)nc2sc3c(c2c1=O)CCCC3,-2%,4%,33%,-1%,2,-15%,-11%,1%[59 µM],-10%
CC(=O)c1ccc(NC(=O)Cn2nc(C(F)(F)F)c3c2CCCC3)cc1,-3%,5%,16%,7%,-2,3%,-19%,1%[59 µM],-17%
O=C(Nc1ccncc1)c1ccccc1F,-18%,6%,4%,-5%[11.4 µM],4,-14%,-5%[11.4 µM],-3%,1%
COc1ccccc1NC(=O)c1nn(-c2ccc(Cl)cc2)ccc1=O,2%,1%,23%,52%,-2,-10%,-12%,-35%[12.7 µM],-23%&0%
COC(=O)c1[nH]c2cc(OC)c(OC)cc2c1/C=N/Nc1ccccc1,-10%,0%,30%,-16%,-4,25%,-6%,35µM*,?
COc1ccc(CN2C(=O)c3cccnc3C2=O)cc1S(=O)(=O)N(C)c1ccc(C)cc1,?,2%,22%,-3%,5,1%,-13%,.,2%
O=C1c2ccccc2C(=O)N1CCOc1ccccc1Br,25%,?,106%[activator],-22%,-2,-5%,54%[activator],116%[activator],0%
O=C(CSc1nnnn1C1CCCCC1)Nc1ccc2c(c1)OCO2,3%,-1%,5%,9%,5,3%,-15%,3%[59 µM],6%
CCCOc1ccc(C(=O)Nc2cc3nn(-c4ccc(CC)cc4)nc3cc2C)cc1,-7%,-2%,22%,13%,1,-8%,-5%,3%[59 µM],4%
COc1ccc(N(CC(=O)N2CCCCC2)S(=O)(=O)c2ccc(OC)c(OC)c2)cc1,0%,0%,12%,10%,3,6%,-21%,-5%[59 µM],-19%
O=c1cc(-c2cccc(Br)c2)nc(-c2ccccc2F)o1,6%,-10%,-18%,-2%,5,-1%,-27%,25%[59 µM],-25%
O=C(CSc1nnc(-c2ccco2)n1Cc1ccccc1)OC1CCCCC1,?,2%,2%,-9%[11.4 µM],-5,0%,-23%[57.1 µM],50µM*,-4%
COc1ccc(CC(=O)Nc2ccc(-c3cn4cccc(C)c4n3)cc2)cc1OC,?,5%,-18%,-15%,7,8%,?,28%[2.33 µM],0%
CCc1nc(C)cn1S(=O)(=O)c1cc(C)c(OC)c(C)c1C,?,-3%,20%,13%,4,-4%,-10%,11%,13%
Cc1ccc(CNc2nnnn2C)cc1,8%,-1%,26%,-6%,1,-12%,-14%,20%,0%
CNC(=O)CO/N=C/c1ccc(N(C)C)cc1,-19%,1%,27%,3%,-1,17%,-9%,-40%,88%
CCOc1ccc(NC(=O)c2ccc(N3CC4CC(C3)c3cccc(=O)n3C4)c(NC(=O)c3ccncc3)c2)cc1 (stereo unspecified),-15%,-3%,21%,4%,5,4%,-12%,17%,-23%
CCOC(=O)c1cnc(SCCN2CCOCC2)nc1N,2%,-3%,-4%,-30%,-19,29%,-29%,.,1%
Cc1ccccc1-c1nc2sc(C)c(C)c2c(=O)o1,-10%,4%,83%[activator],-43%,-5,-4%,7%,23%,-13%
CSCC[C@H](NC(=O)[C@H](Cc1ccccc1)n1c(=O)[nH]c2ccccc2c1=O)C(=O)N1CCC(C(=O)O)CC1,-4%,2%,39%[activator],-7%,6,-7%,-10%,.,12%
O=C(COC(=O)CCc1ccccc1)Nc1ncc(Cl)cc1Cl,8%,-10%,0%,27%,-4,-6%,-2%,-25%[59 µM],-10%

# An excerpt; the hit share may differ from the screen's.
